# Screens (PubChem)
# BL2 CD40 inh = CD40 pathway inhibition in BL2 cells; inhibition, % at 10 µM; BL2 NF-kB luciferase reporter, CD40L-induced, 4 h; 83,000 compounds, 0.94% hits;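 active = mean inhibition of at least 50% with a set share of replicates also reaching that level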;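 also: 0% = neutral control wells and 100% = IKK inhibitor VII at 50 µM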
# * = called active by the depositor; [ ] = another dose, or the depositor's remark. This is a subset; the hit share may differ from the screen's.
# Preview (four entries):
SMILES,BL2 CD40 inh
COc1cccc(-c2ccc([C@H]3[C@H](CO)N4CCCCN(CC5CC5)C[C@@H]34)cc2)c1,-23[25 µM]
Cc1cc(C(=O)O)c(CCCN)s1,8
O=C1ON=C(c2ccc(Cl)cc2)/C1=C/c1ccc(O)cc1,-7
CN(Cc1nc(Cc2cccc(F)c2)no1)CC1CCOCC1,20

# Main list (from the top)
SMILES,BL2 CD40 inh
COc1cccc(-c2ccc([C@H]3[C@H](CO)N4CCCCN(CC5CC5)C[C@@H]34)cc2)c1,-23[25 µM]
Cc1cc(C(=O)O)c(CCCN)s1,8
O=C1ON=C(c2ccc(Cl)cc2)/C1=C/c1ccc(O)cc1,-7
CN(Cc1nc(Cc2cccc(F)c2)no1)CC1CCOCC1,20
O=C(CO/N=C/c1ccccc1)N1c2ccccc2Oc2ccccc21,-7
O=C(COC(=O)Cc1ccc(F)cc1)Nc1ccc(Cl)cn1,23
O=S(=O)(c1ccccc1)N1CCCCC1CCc1ccccc1 (stereo not given),11
CCc1ccc(NC(=O)CSc2nc(C)cs2)cc1,-42
Cc1nn(-c2ccccc2)nc1C(=O)c1c(C)[nH]n(-c2ccccc2)c1=O,5
COc1cccc(COC(=O)c2ccc(S(=O)(=O)N3CCC(C)CC3)cc2)c1OC,2
CN(C)S(=O)(=O)c1ccc(Cl)c(NC(=O)CSc2nnnn2-c2ccc(O)cc2)c1,7
COc1cc(OC)cc(C(=O)Nc2nc(CC(=O)NCc3ccccc3OC)cs2)c1,6
CC1CCCCC1NC(=O)c1nnc(Cc2ccc(Cl)cc2)o1 (stereo not given),7
CCN(CC)S(=O)(=O)c1ccc2c(c1)[nH]c(=S)n2CC,0
COc1cccc(C(=O)Nc2ccc3c(c2)C(=O)N(C)C[C@@H](OC)[C@H](C)CN(C(=O)C2CCCC2)[C@H](C)CO3)c1,10
COc1ccccc1-c1nnc2n1N=C(c1ccc3c(c1)OCO3)CS2,-6
OCCC1CN(Cc2nc3ccccc3s2)CCN1C1CCCC1 (stereo not given),10
Cc1ccc(C(=O)CSc2nnc(C3CC3)n2C2CC2)s1,-61
CCCNC(=O)C1(C)CCN(C(=O)c2cccnc2Oc2ccccc2)C1 (stereo not given),1
CCCCOC(=O)Nc1sc2c(c1C(=O)OC)CCC2,-5
O=C(CN1C(=O)C(=O)N(C2CCCC2)C1=O)Nc1ccc(F)cc1F,28
O=C(O)c1cccc(N2C(=O)c3cccc4cccc(c34)C2=O)c1,12
O=C(O)C1CC=CCC1C(=O)N1CCc2ccccc21 (stereo not given),5
Cc1ccc(CN2CCN(Cc3cnc(N(C)C)s3)CC2CCO)o1 (stereo not given),7
O=C(NCc1ccncc1)C(=O)Nc1ccc2c(c1)OCO2,-12
CCCNC(=O)N1[C@H](CN(C)C(C)=O)[C@H](c2ccc(C3=CCCC3)cc2)[C@@H]1CO,6
COCC(=O)Nc1ccc2c(c1)[C@H]1C[C@@H](CC(=O)N[C@H](C)c3ccccc3)O[C@H](CO)[C@H]1O2,-13[25 µM]
CCCOC(=O)c1ccc(O)c(OC)c1,15
CCc1cccc(OCC(=O)Nc2ccc(C)c(S(=O)(=O)N3CCCCCC3)c2)c1,6
CO[C@H]1CN(C)C(=O)c2ccc(NS(=O)(=O)c3ccc(C)cc3)cc2OC[C@@H](C)N(C)C[C@@H]1C,-12[25 µM]

# 2 entries from above in another layout.
structure	BL2 CD40 inh
Cc1ccc(C(=O)CSc2nnc(C3CC3)n2C2CC2)s1	-61
CCCNC(=O)C1(C)CCN(C(=O)c2cccnc2Oc2ccccc2)C1 (stereo not given)	1

# The results go on.
SMILES,BL2 CD40 inh
COc1cnc(SCCC(F)=C(F)F)[nH]c1=O,10
COc1ccccc1NC(=O)Nc1ccc2c(c1)OCCO2,-75
O=S(=O)(c1cccc(F)c1)N1CC[C@@H]2[C@H]1c1cc(C#Cc3ccccc3F)ccc1N[C@@H]2CO,5[25 µM]
C[C@H]1CN([C@@H](C)CO)C(=O)c2cc(NS(=O)(=O)c3ccc(F)cc3)ccc2O[C@H]1CN(C)C(=O)Nc1ccccc1,3[25 µM]
COc1ccc(CNC(=O)COC(=O)CCc2c[nH]c3ccccc23)cc1,-1
CCN(C[C@@H]1N[C@@H](CO)[C@@H]1c1ccccc1)C(=O)c1ccncc1,-1[25 µM]
CCN(C[C@H]1N[C@H](CO)[C@@H]1c1ccccc1)C(=O)c1ccncc1,-8[25 µM]
CCOC(=O)c1c(C)n(C)c2ccc(OCCN(C)C)cc12,3
CC1CCC(NC(=O)C2c3ccccc3C(=O)N2Cc2cccs2)CC1 (stereo not given),-5
CCN(CC)CCNC(=O)c1ccc(NC(=O)c2ccc(S(=O)(=O)N3CCCC3)cc2)cc1,4
CC(C)NC(=O)COc1coc(CN2CCN(C(=O)c3ccco3)CC2)cc1=O,3
C[C@H]1CN([C@@H](C)CO)C(=O)c2cc(/C=C/c3ccccc3)cnc2O[C@H]1CN(C)S(=O)(=O)c1ccccc1F,-5[25 µM]
CN1CCN(c2cc(C(F)(F)F)nc(-c3ccccn3)n2)CC1,4
C[C@@H](NC(=O)C[C@H]1C=C[C@@H](NC(=O)c2cccnc2)[C@H](CO)O1)c1ccccc1,0[25 µM]
COC(=O)c1ccc(CN2C(=O)NC(c3ccccc3)(c3ccccc3)C2=O)o1,5
C[C@@H](O)C#Cc1ccc([C@@H]2[C@H](CO)N3CCCCN(S(=O)(=O)Cc4ccccc4)C[C@@H]23)cc1,-3[25 µM]
CCCNC(=O)C[C@H]1C[C@H]2c3cc(NC(=O)COC)ccc3O[C@H]2[C@H](CO)O1,5[25 µM]
COc1ccc(NC(=O)C2CCN(C(=O)c3ccccc3)CC2)cc1OC,-3
Cc1cc2cc(CNC(=O)c3cccc([N+](=O)[O-])c3)ccc2n1C,1
Cc1nc2ncnn2c(C)c1CCC(=O)NCCc1ccccc1,-12
O=C(CCC1CCCN(C(=O)c2ccc3[nH]ccc3c2)C1)N1CCN(c2ccccn2)CC1 (stereo not given),-2
O=c1[nH]c(=O)n(C2CC(O)C(CO)O2)cc1Br (stereo not given),-10
O=C(Nc1ccc(N2CCN(C(=O)c3ccccc3)CC2)cc1)c1cc2ccccc2o1,-4
C[C@@H]1CN([C@@H](C)CO)C(=O)CCCn2cc(nn2)CO[C@H]1CN(C)C(=O)Nc1ccnc(N2CCOCC2)c1,8[25 µM]
O=C(C1CCCCC1)N1C[C@@H]2[C@H](c3ccccc31)[C@@H](CO)N2C(=O)c1ccccc1,5
NC(=O)c1cc(-c2ccccc2)nc(Oc2ccccc2)n1,5
N#C[C@H]1[C@@H](c2ccc(C#CC3CCCCC3)cc2)[C@H](CO)N1C(=O)Nc1ccc(F)cc1,55*[25 µM]
Cc1cccc(S(=O)(=O)N2CC[C@@H]3[C@H](CO)N(C)c4ccc(Br)cc4[C@@H]32)c1,18[25 µM]
COc1cc(/C=C/C(=O)OCC(=O)c2ccc(S(=O)(=O)N3CCCCC3)cc2)cc(OC)c1OC,5
NS(=O)(=O)c1ccc(Cl)c(S(N)(=O)=O)c1,10

# 6 entries from above, arranged by formula weight, high to low:
SMILES,BL2 CD40 inh
C[C@@H](O)C#Cc1ccc([C@@H]2[C@H](CO)N3CCCCN(S(=O)(=O)Cc4ccccc4)C[C@@H]23)cc1,-3[25 µM]
O=C(CCC1CCCN(C(=O)c2ccc3[nH]ccc3c2)C1)N1CCN(c2ccccn2)CC1 (stereo not given),-2
O=C(Nc1ccc(N2CCN(C(=O)c3ccccc3)CC2)cc1)c1cc2ccccc2o1,-4
O=C(C1CCCCC1)N1C[C@@H]2[C@H](c3ccccc31)[C@@H](CO)N2C(=O)c1ccccc1,5
Cc1nc2ncnn2c(C)c1CCC(=O)NCCc1ccccc1,-12
NC(=O)c1cc(-c2ccccc2)nc(Oc2ccccc2)n1,5

# Following part.
SMILES,BL2 CD40 inh
Cc1c(C(=O)O)cc(C(C)(C)C)n1CCSCCO,10
CO[C@@H](C(=O)N(C)C[C@H]1OCc2ccccc2-c2ccccc2C(=O)N([C@@H](C)CO)C[C@H]1C)c1ccccc1,7[25 µM]
COCCNC(=O)C[C@H]1C[C@@H]2c3cc(NC(=O)NC4CCCCC4)ccc3O[C@@H]2[C@H](CO)O1,14
O=[N+]([O-])c1ncccc1OCc1ccc(-c2ccccc2)cc1,-34
CCCNc1ccc2ncc(Br)n2n1,36
CCOc1cc2c(cc1OCC)C(c1ccc(OC)c(OC)c1)N(c1ccc(C(=O)O)cc1)C(=O)C2 (stereo not given),-2
COc1ccc(OC)c(NC(=O)[C@H]2CC=CC[C@H]2C(=O)O)c1,6
N#CC(C#N)C(c1ccsc1)c1c(-c2ccccc2)[nH][nH]c1=O (stereo not given),-6
NC(=NC1CCCCC1)NS(=O)(=O)c1ccccc1,16
O=C(CN1C(=O)c2ccccc2S1(=O)=O)N1CCN(Cc2ccc3c(c2)OCO3)CC1,-4
Cc1noc(C)c1COc1ccc(CC(=O)NCc2ccccc2)cc1,7
COc1cc(C(=O)NCC(C)C)cc(OC)c1OC,16
N#CC(=C(O)CN1CCN(c2ccccc2F)CC1)c1nc(-c2ccccc2)cs1,17
Cc1noc(C)c1S(=O)(=O)N(C)C[C@H]1OCc2cn(nn2)CCCC(=O)N([C@@H](C)CO)C[C@H]1C,-2[25 µM]
COc1ccccc1C(=O)N1CCCN(C(=O)c2ccccc2OC)CC1,8

# Given field by field: part of the list above
N#CC(C#N)C(c1ccsc1)c1c(-c2ccccc2)[nH][nH]c1=O (stereo not given)
  BL2 CD40 inh: -6

CCCNc1ccc2ncc(Br)n2n1
  BL2 CD40 inh: 36

# Additional records
SMILES,BL2 CD40 inh
Cc1ccc(S(=O)(=O)N(C)C[C@H]2OCc3ccccc3-c3c(n(C)c4ccccc34)C(=O)N([C@@H](C)CO)C[C@H]2C)cc1,0
COC(=O)c1ccccc1C(=O)N1CCC(CCC(=O)NC2CC2)CC1,7
O=C1S/C(=C\c2ccc(N3CCOCC3)o2)C(=O)N1Cc1ccc(F)cc1,82*
O=C(Nc1ccccc1)N1CC(=O)N2[C@H](CO)[C@H](c3ccc(C#CC4CCCCC4)cc3)[C@@H]2C1,39[25 µM]
CCn1c2ccccc2c2cnc(N=CN(C)C)c(C#N)c21,1
O=C(NCCc1ccc(F)cc1)C1CCN(C(=O)Nc2ccccc2)CC1,6
O=C(COC(=O)C1CCC1)c1c[nH]c2ccccc12,-53
CCNC(=O)N1CCNC(=O)C1CC(=O)OC (stereo not given),7
COCC(=O)N1[C@H](CO)[C@@H](c2ccccc2)[C@@H]1CN(C)C(=O)c1ccccc1,16
O=C(O)C1(c2ccccc2)CCC(Nc2ccccc2)C1 (stereo not given),1
Nc1cccc(S(=O)(=O)Nc2ccccc2)c1,0
c1ccc(CN2CCOCCOCCOCCOCCOCCOCC2)cc1,4
Cc1ccccc1OCCC(=O)OCC(=O)NC(=O)c1ccccc1,-1
CC(C)OC(=O)c1cccnc1SCc1cc(=O)n2ccccc2n1,8
COC(=O)c1c(NC(=O)Cc2ccccc2)sc(C)c1C,-11
O=C(NCCC1=CCCCC1)C1CCN(S(=O)(=O)c2ccccc2C(F)(F)F)CC1,13
O=C(CSc1ccccc1)Nc1cccc(S(=O)(=O)N2CCCCC2)c1,-3
Cc1ccc(NC(=O)c2ccco2)c(NC(=O)C2CCCO2)c1 (stereo not given),8
Cc1nnsc1C(=O)NNC(=O)Nc1ccccc1,4
OC[C@H]1[C@@H](c2ccc(-c3cccc(F)c3)cc2)[C@@H]2CN(Cc3cncnc3)CCCCN12,-16[25 µM]
COc1cccc(NC(=O)CN(C)C(=O)c2c(-c3c(F)cccc3Cl)noc2C)c1,1
CCC(=O)N1[C@H](CN(C)C(=O)CN2CCOCC2)[C@@H](c2ccccc2)[C@@H]1CO,-1
COCC(=O)N1[C@H](C#N)[C@H](c2ccc(C#Cc3ccccc3F)cc2)[C@H]1CO,73*[25 µM]
COc1ccc(C(=O)N2CCCN(C)CC2)cc1S(=O)(=O)N(C)Cc1ccccc1,2
CNc1cccc(-c2c(OC)cccc2OC)n1,6
CCC(=O)c1ccc(OCC(=O)OCC(=O)NCC2CCCCC2)cc1,0
CCCCNC(=O)Nc1ccc(Br)cn1,-51
CO[C@@H]1CN(C)C(=O)c2ccc(NC(C)=O)cc2OC[C@H](C)N(C(=O)c2cnccn2)C[C@@H]1C,-10[25 µM]
COC(=O)c1[nH]c2ccc(Cl)cc2c1NC(=O)C1CC1,4
O=C1Cc2cc(NS(=O)(=O)c3cc(F)ccc3F)cc3c2N1CCC3,3
N=c1ccn(CC(=O)NC(N)=O)c2ccccc12,8
CCOc1ccc(S(=O)(=O)NCCC(=O)N2CC(C)OC(C)C2)cc1 (stereo not given),-1
COc1ccc(CN=Cc2c(C(=O)O)[nH]c3ccccc23)cc1,10
N#C[C@H]1N[C@H](CO)[C@H]1c1ccc(C#Cc2ccc(F)cc2)cc1,4[25 µM]
CCOC(=O)C1CCN(C(=O)COc2ccc3c(c2)OCO3)CC1,-7
CCCNC(=O)N1CC2(C1)CN(C(=O)CN1CCOCC1)[C@H](CO)c1[nH]c3cc(OC)ccc3c12,1[25 µM]
O=C(CN(c1ccccc1)S(=O)(=O)c1ccccc1)NCCSc1ccccn1,7
Nc1nc(-c2ccccc2)nn1C(=O)c1ccco1,10
FC(F)(F)c1cccc(-c2ccc(/C=N/Nc3nncc(-c4ccccc4)n3)o2)c1,4
CCOC(=O)c1cnc2ccc(C)cc2c1NCCO,19
Nc1c(C(=O)NCCN2CCOCC2)c2nc3ccccc3nc2n1CCc1ccccc1,17
O=C(CNS(=O)(=O)c1ccc2ccccc2c1)NCCc1ccccn1,16
c1ccc(CNc2ncnc3nc[nH]c23)cc1,3[25 µM]
CN(Cc1cccs1)C(=O)COc1ccc(-c2nnco2)cc1,7
O=C(O)CCc1ccc(-c2cccs2)n1NC(=O)c1ccc(O)cc1,-3
O=S(=O)(Nc1cccc(S(=O)(=O)N2CCCC2)c1)c1ccccc1F,5
CO[C@@H]1CN(C)C(=O)c2ccc(NS(=O)(=O)c3ccc(C)cc3)cc2OC[C@H](C)N(C)C[C@H]1C,-3[25 µM]
CN(C)C(=O)c1ccc(-c2ccccc2[C@H]2[C@@H](C#N)N(C(=O)C3CC3)[C@@H]2CO)cc1,-9[25 µM]
CNCC(=O)Nc1c(C)n[nH]c1C,9
O=S(=O)(NN=C(c1ccccc1)c1ccccc1)c1ccccc1,-6
Cc1cccc(N2CCN(C(=O)c3cccc(S(=O)(=O)N4CCOCC4)c3)CC2)c1C,12
